Compound activity from PubChem BioAssay.
Nrf2 activator: qHTS of Nrf2 Activators; 410,000 tested, 0.31% active; AREc32 ARE-luciferase reporter (MCF7-derived line), luminescence, 24 h; Potency, µM (highest dose often 46.1 µM), for the others: top-dose activation, most hits filed as activators; note: % of control where 0% means no effect; nearly all actives have a fitted effect of over 65% in size
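AREc32_Fluc, 1000 cells/well, OPTI-MEM + 5% FBS, o/n 37 deg C 5% CO2; 23 nL cpd by pin tool, 24 hr; Steady-Glo 30 min RT, luminescence.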
Nrf2 inh: Nrf2 qHTS screen for inhibitors; A549 ARE-Fluc reporter, luciferase luminescence, 18-24 h; Potency, µM (doses to about 46 µM), for the others: top-dose activity change, negative = inhibition, most hits filed as inhibitors; 360,000 tested, 2.1% active; AID 504444, 2011; note: % is set by controls: 0 for no effect and ±100 for the full control effect; nearly all actives have a fitted effect of over 60% in size
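Cells were seeded and rested 2 h, then exposed to compounds for 18-24 h. CellTiter-Fluor was read first as a viability measure. BugLite was added 15 min before the final luminescent read of ARE-luciferase activity in A549 cells.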
HepG2 tox: qHTS for Inhibitors of TGF-b: Cytotox Counterscreen; HepG2 CAGA-GFP viability, ATP luminescence, 18 h; Potency, µM (series often up to 46.1 µM), for the others: at the top dose activity change, negative = cytotoxicity, hits mostly cytotoxic; 410,000 tested, 0.76% active; note: some results filed as inactive show a strong effect at the top dose
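CellTiter-Glo luminescence gave cytotoxicity after 18 hours at 37 degrees C. The cells were HepG2 CAGA-GFP in 1% FBS DMEM, stimulated with 500 pg/mL TGF-beta after compound addition. %Activity was normalised to no-cell wells (complete cell-killing) and DMSO (no toxicity), and curves were fitted and classified.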
S2 tox: Viability Counterscreen for Primary qHTS for Inhibitors of ATXN expression. S2 cells (HEK-293 line with an ATXN2-luciferase reporter) viability, CellTiter-Fluor protease fluorescence, 24 h. Potency, µM (series often up to 56.7 µM), hits mostly cytotoxic. 400,000 tested, 0.49% active; note: nearly all actives have a fitted effect of over 40% in size
EPAC2 antagonist: qHTS for Antagonist of cAMP-regulated guanine nucleotide exchange factor 2 (EPAC2): primary screen; EPAC2 GEF exchange of Rap1B-BODIPY-GDP, fluorescence; Potency, µM (series often up to 114 µM), for the others: at the top dose activity, negative = inhibition, usual class: inhibitors; 360,000 tested, 0.18% active; note: % is set by controls: 0 for no effect and ±100 for the full control effect; nearly all actives have a fitted effect of over 45% in size; many of its hits are not listed in these tables
Target sequence (Q8WZA2 whole entry, looked up): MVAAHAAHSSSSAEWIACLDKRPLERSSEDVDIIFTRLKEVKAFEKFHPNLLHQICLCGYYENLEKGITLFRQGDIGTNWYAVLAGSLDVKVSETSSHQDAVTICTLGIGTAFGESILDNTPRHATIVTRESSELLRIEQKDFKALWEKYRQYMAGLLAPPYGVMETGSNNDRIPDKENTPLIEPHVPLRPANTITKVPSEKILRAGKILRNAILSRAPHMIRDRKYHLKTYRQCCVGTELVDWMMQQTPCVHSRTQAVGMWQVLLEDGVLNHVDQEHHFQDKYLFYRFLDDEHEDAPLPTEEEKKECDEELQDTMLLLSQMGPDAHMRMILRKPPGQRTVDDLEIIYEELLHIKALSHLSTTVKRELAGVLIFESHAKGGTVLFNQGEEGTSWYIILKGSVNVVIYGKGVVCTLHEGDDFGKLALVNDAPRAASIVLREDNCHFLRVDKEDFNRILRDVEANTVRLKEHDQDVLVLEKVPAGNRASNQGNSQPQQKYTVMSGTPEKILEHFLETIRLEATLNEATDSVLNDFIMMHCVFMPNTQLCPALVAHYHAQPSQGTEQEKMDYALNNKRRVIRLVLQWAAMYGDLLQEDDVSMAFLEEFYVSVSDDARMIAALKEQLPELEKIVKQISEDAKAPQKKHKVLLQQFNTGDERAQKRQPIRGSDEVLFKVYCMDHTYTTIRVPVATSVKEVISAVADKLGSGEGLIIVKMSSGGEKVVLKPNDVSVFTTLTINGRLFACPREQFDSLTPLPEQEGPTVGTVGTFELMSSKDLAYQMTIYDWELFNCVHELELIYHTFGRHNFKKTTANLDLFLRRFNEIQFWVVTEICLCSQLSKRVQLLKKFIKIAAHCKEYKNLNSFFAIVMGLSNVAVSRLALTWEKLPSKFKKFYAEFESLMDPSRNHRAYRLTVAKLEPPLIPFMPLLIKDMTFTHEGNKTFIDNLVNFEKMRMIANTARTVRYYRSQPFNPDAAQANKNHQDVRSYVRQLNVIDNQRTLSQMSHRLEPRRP
MCF10A rerep: A quantitative high throughput screen for small molecules that induce DNA re-replication in MCF 10a normal breast cells; Potency, µM (series often up to 46.1 µM), without a hit: top-dose activity, positive = re-replication, hits mostly activators; AID 624296, 2012; MCF 10A DNA re-replication, Hoechst nuclear intensity, 48 h; 350,000 tested, 2.9% active; note: % of control where 0% means no effect; nearly all actives have a fitted effect of over 50% in size
A549 tox: Nrf2 qHTS screen for inhibitors: counterscreen for cytotoxicity | A549 ARE-Fluc cells, CellTiter-Fluor viability, 18-24 h | Potency, µM (top dose mostly 46 µM), inactives show top-dose activity change, negative = cytotoxicity, hits mostly inhibitors | 390,000 tested, 0.16% active | AID 504648, 2011; note: % is set by controls: 0 for no effect and ±100 for the full control effect
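Cytotoxicity counterscreen: CellTiter-Fluor fluorescence was measured in A549 ARE_Fluc cells after 18-24 h of compound exposure in a concentration series. The subsequent BugLite luminescent read reports ARE-luciferase activity.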
TGFb inhibitor: qHTS for Inhibitors of TGF-b; HepG2 CAGA-GFP TGF-b/SMAD3 reporter, GFP fluorescence, 18 h; TGF-beta stimulated, 500 pg/mL final; AID 588855, 2011; 410,000 tested, 1.2% active; Potency, µM (series often up to 46.1 µM), without a hit: at the highest dose activity, negative = inhibition, most hits filed as inhibitors; note: % is set by controls: 0 for no effect and ±100 for the full control effect; nearly all actives have a fitted effect of over 65% in size
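First, reporter cells (HEPG2 CAGA-GFP) rested 2 h at 37 degrees C. Next, compounds were pinned in and TGF-beta added to 500 pg/mL final. After 18 h, GFP was imaged per cell and summed per well.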
ATXN2 expr inh: Primary qHTS for Inhibitors of ATXN expression; HEK-293 ATXN2-luciferase reporter, luminescence, 24 h; Potency, µM (highest dose often 57 µM), for the others: top-dose activity change, negative = inhibition, hits mostly inhibitors; 360,000 tested, 0.72% active; AID 1745845, 2022; note: % is set by controls: 0 for no effect and ±100 for the full control effect; nearly all actives have a fitted effect of over 55% in size
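ATXN2-luciferase reporter cells (luciferase flanked by upstream and downstream ATXN2 gene portions) were treated 24 h at 37 °C with compounds at up to 57 uM. SteadyGlo luminescence gave expression; GF-AFC fluorescence gave viability.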
* marks the source's active call; other numbers are inactive results; i = inactive; ? = inconclusive; . = not tested or not shown. Calls come from the whole dose curve; as a rule, active = well fitted curve in the direction sought with a large enough effect; inconclusive = small, poorly fitted or top-dose-only effect, or another doubt; inactive = no such curve, though single readings can be large; an effect the other way counts as inactive or inconclusive. Potency is the fitted concentration of half-maximal effect.

The line under a structure holds: Nrf2 activator	Nrf2 inh	HepG2 tox	S2 tox	EPAC2 antagonist	MCF10A rerep	A549 tox	TGFb inhibitor	ATXN2 expr inh
- CCSc1nc2c(c(=O)n1Cc1ccccc1)SC(C)C2 (configuration not stated)
  -0.5%	?	-24.7%	i	-4.2%	-0.1%	-24.2%	?	-11.3%
- O=C1CCN(CCc2ccccc2)CCN1[C@H](CSc1ccc(Br)cc1)c1ccccc1
  0.6%	8.8%	-17.0%	i	5.8%	?	-3.5%	3.9%	14.4%
- Fc1ccccc1NC(=S)NCc1ccccc1
  -0.6%	16.5%	-0.1%	i	-1.1%	-7.2%	4.7%	-9.5%	2.6%
- CCCc1cc(C(=O)OCC(=O)NCCc2ccccc2)sc1C
  -0.6%	.	-1.1%	i	-4.3%	.	.	-5.8%	.
- CC(=O)c1c(C)[nH]c(C(=O)OCC(=O)Nc2c(C)cccc2C)c1C
  5.7%	13µM*	-15.3%	i	9.2%	7.7%	-5.9%	?	.
- CCC1(c2ccccc2)NC(=O)N(CC(=O)Nc2ccccc2C(=O)NC2CCCC2)C1=O (configuration not stated)
  -0.1%	-8.7%	-1.8%	i	-4.9%	4.6%	-5.7%	-0.2%	7.5%
- COC(=O)c1ccc(NC(=O)c2cc3sccc3n2C)cc1
  5.9%	3.5%	-30.6%	i	7.1%	14.3%	-2.2%	-13.8%	0.0%
- Cc1cccc(Oc2cc(NC(=O)c3ccccc3)cc([N+](=O)[O-])c2)c1
  0.3%	13µM*	-29.1%	?	0.2%	24.2%	?	?	?
- N#Cc1nc(-c2ccc(Cl)cc2)oc1NCc1cccc2c1OCO2
  0.5%	.	-35.7%	i	-0.6%	16.4%	-7.1%	-7.1%	8.8%
- O=C(c1ccccc1)c1nn(-c2cccc(Cl)c2)ccc1=O
  -0.5%	-8.7%	-29.6%	i	-3.8%	-0.3%	0.0%	-1.8%	8.4%
- Cc1cc(N2CC(C)OC(C)C2)nc(C(C)C)n1 (configuration not stated)
  -0.2%	-4.4%	15.5%	i	-0.3%	1.7%	0.5%	-9.3%	-2.1%
- Cc1ccc(C)c(OCC(=O)NNC(=O)CCN2CCN(c3ccccc3)CC2)c1
  -1.0%	7.3%	-5.4%	i	-0.2%	-2.2%	-0.1%	-4.9%	-17.4%
- COc1ccc(-n2c(-c3ccc(C)cc3)n[nH]c2=S)cc1
  -1.0%	-1.6%	1.5%	i	0.7%	-0.2%	-0.3%	-1.4%	2.5%
- COc1ccccc1NC(=O)CSCC(N)=O
  0.4%	-1.0%	4.9%	i	3.0%	-8.4%	?	2.9%	-3.3%
- COc1ccc(C=O)cc1Oc1nc(Cl)ncc1F
  4.2%	-0.9%	2.1%	i	-14.0%	25.7%	1.2%	0.0%	3.1%
- Cc1nnc(SCC(=O)NC(=O)Nc2ccc3c(c2)OCCO3)s1
  3.0%	1.5%	-28.2%	i	-8.6%	2.0%	6.5%	-13.5%	23.7%
- O=S(=O)(NCc1ccco1)c1cccc(S(=O)(=O)N2CCCCC2)c1
  0.2%	7.2%	-12.7%	i	2.0%	?	-12.0%	-11.0%	-5.5%
- COc1ccc(NC(=O)c2c(NC(=O)CCC(=O)O)sc(-c3ccccc3)c2C)cc1
  -0.8%	2.5%	-0.3%	i	4.9%	-0.5%	2.0%	10.4%	.
- CCCCCCNC(=O)c1ccc(Br)o1
  0.1%	2.8%	-3.7%	i	0.3%	?	5.0%	-13.3%	14.7%
- CCOc1ccc(CNS(=O)(=O)c2cccs2)cc1OCC
  -0.9%	2.1%	1.4%	i	-5.6%	0.0%	-1.7%	-17.1%	.

Taken from the listing (3 entries):
The line under a structure holds: Nrf2 activator	Nrf2 inh	HepG2 tox	S2 tox	EPAC2 antagonist	MCF10A rerep	A549 tox	TGFb inhibitor	ATXN2 expr inh
- CCSc1nc2c(c(=O)n1Cc1ccccc1)SC(C)C2 (configuration not stated)
  -0.5%	?	-24.7%	i	-4.2%	-0.1%	-24.2%	?	-11.3%
- O=C1CCN(CCc2ccccc2)CCN1[C@H](CSc1ccc(Br)cc1)c1ccccc1
  0.6%	8.8%	-17.0%	i	5.8%	?	-3.5%	3.9%	14.4%
- Fc1ccccc1NC(=S)NCc1ccccc1
  -0.6%	16.5%	-0.1%	i	-1.1%	-7.2%	4.7%	-9.5%	2.6%

Continuation:
The line under a structure holds: Nrf2 activator	Nrf2 inh	HepG2 tox	S2 tox	EPAC2 antagonist	MCF10A rerep	A549 tox	TGFb inhibitor	ATXN2 expr inh
- CC(C)(C)c1ccc(OCC(=O)NNC(=O)CCc2ccccc2)cc1
  -0.9%	6.5%	5.4%	i	13.5%	-1.6%	1.6%	6.4%	2.0%
- CC(=O)Nc1ccc(Nc2nnc(-c3ccc(C)c(S(=O)(=O)NCC4CCCO4)c3)c3ccccc23)cc1 (configuration not stated)
  0.2%	-6.4%	-0.9%	i	-4.9%	-4.6%	1.2%	0.2%	-12.0%
- O=C(c1ccc([N+](=O)[O-])cc1)N1CCN=C1SCc1ccccc1
  -0.6%	-17.8%	2.8%	i	3.2%	0.5%	0.0%	-3.4%	-24.3%
- CCc1ccc(Sc2cc(C(=O)O)c3ccccc3n2)cc1
  11.2%	.	-4.1%	.	.	.	-0.6%	-18.1%	.
- CCCCc1nnc(NC(=O)CN2C(=O)C3CCCCC3C2=O)s1 (configuration not stated)
  -0.2%	2.3%	-5.1%	i	-0.4%	-2.0%	3.1%	-15.7%	5.9%
- Cc1cccc(C)c1OCC(=O)N(Cc1ccccc1F)C1CCS(=O)(=O)C1 (configuration not stated)
  0.5%	0.7%	-13.9%	.	.	.	10.0%	-21.5%	.
- Cc1cccc(CNCc2ccccc2)c1
  -0.1%	-5.4%	0.0%	i	1.5%	1.7%	2.6%	?	-5.6%
- CCOC(=O)c1c(NS(=O)(=O)Cc2ccccc2)sc2c1CCCC2
  2.2%	5.3%	3.6%	i	9.2%	?	.	0.0%	3.0%
- CC(C)[C@H](NS(=O)(=O)c1ccccc1)C(=O)OCC(=O)N1N=C(c2ccc(Cl)cc2)CC1c1ccco1 (some centres not stated)
  23.8%	?	-11.3%	i	-3.2%	26.2%	-27.0%	?	-16.1%
- Cc1ccc([C@@H]2CC=C(C(=O)O)[C@H](c3ccccc3F)N2S(=O)(=O)c2ccc(C)cc2)cc1
  -0.4%	-23.7%	2.8%	i	0.5%	11.0%	-9.4%	9.0%	8.8%
- COc1cccc(NC(=O)CN(C)C(=O)c2ccc(NC(=O)CC3SC(N4CCCCC4)=NC3=O)cc2)c1 (configuration not stated)
  0.0%	-8.4%	2.8%	i	10.2%	2.3%	0.0%	-6.4%	-8.1%
- Cn1ncc2c(Nc3ccccc3Cl)nc(Nc3ccccc3Cl)nc21
  3.1%	-10.7%	-40.7%	i	-3.4%	18.4µM*	-14.4%	-24.2%	-20.9%
- CSc1cccc(NC(=O)CCCn2c(=O)c3cccn3c3cccnc32)c1
  -0.2%	?	-9.7%	i	3.2%	5.4%	3.9%	-27.9%	.
- CCOC(=O)C1CCN(C(c2ccc(SC)cc2)c2c(O)cc(C)n(Cc3ccco3)c2=O)CC1 (configuration not stated)
  3.3%	.	-5.3%	.	.	.	0.2%	24.6%	.
- CCN1CCN(CC(=O)Nc2ccc3c(c2)OCCO3)C(=O)C1=O
  -0.7%	22.0%	-17.3%	i	4.0%	-1.8%	14.4%	-7.0%	3.5%
- O=C(O)Cc1c(-c2ccccc2Cl)c2cc(Br)ccc2[nH]c1=O
  -0.5%	0.0%	-10.5%	i	-3.5%	-6.0%	0.0%	-12.6%	.
- CCN1C(=O)C2(Nc3ccccc3-c3nc4ccccc4n32)c2cc(OC)ccc21 (configuration not stated)
  -0.8%	-19.4%	-5.7%	i	-4.2%	1.2%	-8.3%	0.4%	-7.8%
- Cc1nn(CCCC(=O)NCc2cccc(Cl)c2)c(=O)c2c1sc1ccccc12
  3.8%	117.4%	-3.4%	.	.	.	-11.3%	.	.
- O=C(CCl)Nc1cccc(S(=O)(=O)NC2=NCCC2)c1
  ?	-3.2%	14.1µM*	.	-5.8%	?	?	11.2µM*	.
- CC1CN(C(=O)c2ccccc2Sc2ccccc2C#N)CC(C)O1 (configuration not stated)
  0.4%	1.9%	5.3%	i	3.8%	-8.9%	0.1%	?	-8.8%
- COc1ccc(CCNc2nc3c(c(=O)n(C)c(=O)n3C)n2C)cc1OC
  -0.8%	-29.3%	-16.1%	i	-2.0%	6.2%	-2.5%	16.8%	4.5%
- Cc1ccc(C(C)NC(=O)c2cc3cc(Br)ccc3oc2=N)cc1 (configuration not stated)
  2.5%	?	0.0%	i	5.8%	?	-9.1%	1.2%	-20.6%
- CNC(=O)N(O)C1N(/N=C/c2ccc(N(C)C)cc2)C(=S)SC1(C)C (configuration not stated)
  0.3%	3.6%	-17.6%	i	13.5%	5.2%	-2.6%	-17.6%	5.5%
- O=C(CSc1ccc(Cl)cc1)Nc1ccc(N2CCN(c3ccccc3)CC2)c(F)c1
  -0.7%	.	-23.4%	i	17.5%	1.9%	-2.9%	9.5%	-5.7%
- Cc1c(Cl)cccc1-n1ncc(C(=O)NC2CCCCC2)c1C1CCN(C(=O)OC(C)(C)C)CC1
  -1.0%	?	-12.4%	i	.	.	1.3%	-8.3%	10.6%
- COc1cccc(C(=O)Nc2cccc(NC(=O)c3cccs3)c2)c1
  ?	-4.8%	-21.0%	?	0.8%	2.5%	-3.9%	13.7%	.
- COC(=O)C(Cc1ccc(O)cc1)NC(=O)CCc1nc2ccccc2s1 (configuration not stated)
  -1.3%	-13.6%	-3.4%	i	-3.7%	?	-3.7%	14.6%	-4.4%
- COc1ccc(CC(=O)N2CCc3ccccc3C2)cc1
  2.8%	3.3%	-5.9%	i	-12.0%	-13.9%	2.5%	0.7%	14.9%
- COc1ccc(S(=O)(=O)c2snnc2C)cc1
  3.4%	7.2%	-4.9%	i	-2.2%	2.0%	0.9%	2.9%	.
- CCc1ccc(-n2c(=O)c3sc4ccccc4c3n(Cc3cccc(F)c3)c2=O)cc1
  -0.6%	7.8%	6.7%	i	.	.	7.8%	1.9%	14.7%

Only part of the results is shown; rates above refer to the full screens.
